Bioassay records as filed in PubChem BioAssay.
NadD block = inhibitors of Staphylococcus aureus NadD; inhibition, % at 20 µM; actives 0.78% (n = 360,000); purified NadD enzyme, colorimetric absorbance read-out; in the data active means inhibition above about 26%; further: some compounds past the cut are filed as inactive
Neddylation inh = inhibitors of human cullin neddylation | AID 651699 | calls only at 25 µM | P61081+Q13564 | TR-FRET cullin neddylation, biochemical | actives 0.58% (n = 360,000); in the data active means inhibition above about 36%
SUMO1-SIM PPI = SUMO1-SIM interaction modulation; SUMO1 binding to a labelled peptide, TR-FRET, 1 h; inhibition, % at 20 µM; actives 0.33% (n = 360,000); AID 602429; in the data active means inhibition above about 37%
Target sequence (P63165 whole entry, looked up): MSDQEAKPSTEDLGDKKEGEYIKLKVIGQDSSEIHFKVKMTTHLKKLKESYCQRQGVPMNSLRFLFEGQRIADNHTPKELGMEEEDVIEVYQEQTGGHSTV
LMPTP inh = blocks human LMPTP phosphatase; P24666; recombinant LMPTP-A, OMFP fluorogenic substrate, fluorescence intensity; inhibition, % at 20 µM; actives 0.22% (n = 360,000); AID 651560;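 active means compounds that cut the enzyme signal by at least half of the control window in the single-dose screen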;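 further: plate controls were DMSO wells with enzyme plus substrate for no effect and substrate without enzyme for full effect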
Target sequence (P24666 whole entry, looked up): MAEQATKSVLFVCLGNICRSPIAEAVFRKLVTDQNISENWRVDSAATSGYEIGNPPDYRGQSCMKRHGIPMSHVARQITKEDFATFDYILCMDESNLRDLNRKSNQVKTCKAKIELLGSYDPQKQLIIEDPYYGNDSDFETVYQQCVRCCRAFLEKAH
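Test system: LMPTP-A phosphatase enzyme; input: 0.625 nM LMPTP-A final; reagent: OMFP substrate, 400 µM final; compound dosing: 20 µM single dose, 3% DMSO; incubation: 50 min dark incubation at room temperature; measured by: endpoint fluorescence intensity from OMFP dephosphorylation; measure: % inhibition relative to no-enzyme and uninhibited control wells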
Rpn11 block = blocks the human proteasome subunit Rpn11; O00487; human 26S proteasome, Ub4-pepOG fluorescence polarization; 20S core pre-blocked with epoxomicin; calls only at 20 µM; actives 0.59% (n = 360,000);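 active means inhibition at 20 µM, scaled to each plate's controls, above about 33%, limit read from the data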
Target sequence (O00487 whole entry, looked up): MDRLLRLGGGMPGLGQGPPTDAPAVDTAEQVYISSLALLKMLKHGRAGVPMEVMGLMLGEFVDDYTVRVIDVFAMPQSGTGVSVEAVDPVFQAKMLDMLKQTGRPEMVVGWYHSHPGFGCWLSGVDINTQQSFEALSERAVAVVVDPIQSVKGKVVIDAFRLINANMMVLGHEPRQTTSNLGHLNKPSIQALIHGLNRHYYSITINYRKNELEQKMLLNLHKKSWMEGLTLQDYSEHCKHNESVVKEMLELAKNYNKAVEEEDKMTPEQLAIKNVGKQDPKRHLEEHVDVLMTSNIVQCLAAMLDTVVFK
CSN deneddyl inh = CSN deneddylation inhibition | AID 651999 | inhibition, % at 12.5 µM | actives 0.38% (n = 360,000) | Purified CSN, SCF-Nedd8-OG deneddylation, fluorescence polarization;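 active means pattern-corrected inhibition above about 35%, with an unprinted fluorescence ratio check between 0.5 and 1.5, limit read from the data, passing the limit was not always enough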;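 further: 0% = enzyme with substrate and 100% = substrate without enzyme; some results filed as inactive read as strong as hits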
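Assay system: purified human Csn5 enzyme expressed in HEK293T cells; measure: % inhibition; also added: SCFSkp2-Nedd8OG substrate at 10 nM final; technique: fluorescence polarization; times: reaction 90 min, room temperature; medium: Tris buffer pH 7.5, NaCl, DTT, Tween-20, trehalose, ovalbumin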
Scp1 inh = blocks human Scp-1 phosphatase activity. Q9GZU7. Recombinant Scp1, phosphopeptide, malachite green phosphate absorbance. inhibition, % at 20 µM. actives 0.88% (n = 340,000);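 active means inhibition above about 50% at 20 µM, limit read from the data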;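 further: plate controls were DMSO wells with enzyme for no effect and wells lacking enzyme for full effect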
Target sequence (Q9GZU7 76-261 limits assumed): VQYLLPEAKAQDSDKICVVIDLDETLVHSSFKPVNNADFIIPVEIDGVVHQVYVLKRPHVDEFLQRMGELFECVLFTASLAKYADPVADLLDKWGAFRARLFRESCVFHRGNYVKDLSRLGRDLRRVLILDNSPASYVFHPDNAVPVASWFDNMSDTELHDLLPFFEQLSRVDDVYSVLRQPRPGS
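Times: enzyme reaction 45 min at room temperature, colour 5 min, stabilisation 30 min. Material: SCP-1 catalytic fragment, aa 76-261. Medium: Acidic Tris acetate buffer with magnesium and detergent. Signal: colorimetric free-phosphate detection, absorbance 630 nm. Read-out basis: % inhibition of SCP-1 phosphate liberation. Reagent: Phosphorylated 17-residue peptide substrate.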
DNMT1 inh = DNMT1 (human) enzyme inhibition; actives 0.83% (n = 360,000); DNMT1 molecular beacon, Hinp1I cleavage, fluorescence; P26358; inhibition (reported as % activation of signal), % at 10 µM; in the data active means inhibition above about 50%
Rin1-Abl PPI inh = inhibitors of human Rin1-Abl protein interaction; P00519+Q13671; TR-FRET Rin1/Abl binding, biochemical; inhibition, % at 7.35 µM; actives 0.4% (n = 360,000); in the data active means inhibition above about 5%, passing the limit was not always enough
STEP inh = inhibitors of human striatal-enriched phosphatase STEP; recombinant STEP, OMFP fluorogenic substrate, fluorescence; inhibition, % at 20 µM; actives 0.25% (n = 360,000); AID 588621;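 active means inhibition at 20 µM, scaled per plate between control wells, above about 37%, limit read from the data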;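 further: 0% = DMSO with enzyme and substrate and 100% = substrate only without enzyme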
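System: isolated STEP enzyme; schedule: 20 min enzyme reaction at room temperature, protected from light; medium: Bis-Tris buffer pH 6.0, 2.5 mM DTT, 0.005% Tween 20; signal: fluorescence, 480/540 nm; dosing: single compound dose of 20 µM, 1% DMSO final; also added: OMFP substrate, 25 µM final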
Active calls of the source: *; i = inactive; x = no result given; & = joins results of further samples. The order is random. About 3.8% of those tested had a hit in this group.

SMILES	NadD block	Neddylation inh	SUMO1-SIM PPI	LMPTP inh	Rpn11 block	CSN deneddyl inh	Scp1 inh	DNMT1 inh	Rin1-Abl PPI inh	STEP inh
CN(C)CCCOC(=O)Cc1ccc(Cl)cc1	1	i	13	-1.3	i	2	3	0	-3	-13
O=C(Nc1cccc(C(=O)O)c1)/C(=C\c1ccc2c(c1)OCO2)NC(=O)c1ccco1	1	i	-1	-1.1	i	10	2	4	2	-2
C=CCn1c(SCC(=O)c2ccc(OC)cc2)nnc1-c1ccc2c(c1)OCO2	2	i	3	0.8	i	-2	-3	3	-1	-3
O=C(Nc1ccc(Cl)cc1)Nc1ccc(Oc2cccnc2)nc1	0	i	2	-0.4	i	2	-7	-1	-2	-2
C/C(=N\NC(=O)c1ccccc1)c1cccc(Br)c1	0	i	-5	0.3	i	-3	-6	-1	-1	-8
COc1cc2cc(C(c3nnnn3C(C)(C)C)N3CCC(C)CC3)c(=O)[nH]c2cc1OC (stereo not drawn)	1	i	3	0.1	i	5	-9	1	6	-1
CN1CCC(=C(c2ccc(Cl)cc2)c2ccccn2)CC1	-6	i	-2	-1.0	i	-10	5	-2	0	-3
CC(C)Cn1c(SCC(=O)N2CCc3ccccc3C2)nc2cc(Cl)ccc2c1=O	-5	i	0	0.9	i	0	5	-3	2	5
Cc1ccc(SC[C@H](c2ccccc2)N2CCN(CCc3ccccc3)CCC2=O)cc1	-1	i	7	3.1	i	-1	-3	-6	2	1
Cn1c2ccccc2c(=O)c2c(=O)n(-c3ccccc3)c(C3CCCCC3)nc21	7	i	9	2.3	i	23	2	12	-1	9
Cc1ccc(S(=O)(=O)N(C)c2ccc(OCc3cccc(C)c3)cc2)cc1	-17	i	6	3.6	i	0	-13	5	2	3
Cc1ccc(-n2nnnc2SC(C)C(N)=O)c(C)c1 (stereo not drawn)	1	i	-1	-1.4	i	2	-4	2	-3	-1

6 compounds already listed, ordered by number of heavy atoms, smallest number first:
SMILES	NadD block	Neddylation inh	SUMO1-SIM PPI	LMPTP inh	Rpn11 block	CSN deneddyl inh	Scp1 inh	DNMT1 inh	Rin1-Abl PPI inh	STEP inh
C/C(=N\NC(=O)c1ccccc1)c1cccc(Br)c1	0	i	-5	0.3	i	-3	-6	-1	-1	-8
CN1CCC(=C(c2ccc(Cl)cc2)c2ccccn2)CC1	-6	i	-2	-1.0	i	-10	5	-2	0	-3
O=C(Nc1ccc(Cl)cc1)Nc1ccc(Oc2cccnc2)nc1	0	i	2	-0.4	i	2	-7	-1	-2	-2
CC(C)Cn1c(SCC(=O)N2CCc3ccccc3C2)nc2cc(Cl)ccc2c1=O	-5	i	0	0.9	i	0	5	-3	2	5
O=C(Nc1cccc(C(=O)O)c1)/C(=C\c1ccc2c(c1)OCO2)NC(=O)c1ccco1	1	i	-1	-1.1	i	10	2	4	2	-2
Cc1ccc(SC[C@H](c2ccccc2)N2CCN(CCc3ccccc3)CCC2=O)cc1	-1	i	7	3.1	i	-1	-3	-6	2	1

(further entries)
SMILES	NadD block	Neddylation inh	SUMO1-SIM PPI	LMPTP inh	Rpn11 block	CSN deneddyl inh	Scp1 inh	DNMT1 inh	Rin1-Abl PPI inh	STEP inh
Fc1ccc(C(c2nnnn2C2CCCC2)N2CCc3ccccc32)cc1 (stereo not drawn)	-1	i	2	1.4	i	-5	-6	-1	-2	2
O=c1[nH]c2cc3ccccc3cc2nc1-c1nnnn1Cc1ccccc1	13	i	-30	-1.3	x	-1	x	x	x	x
Nc1nc(N)c2sc3nc4c(cc3c2n1)CCC4	2	x	20	19	i	-3	-1	-4	-1	-2
COc1cc(C2=NOC(C(=O)Nc3ccc(C(C)=O)cc3)C2)cc(OC)c1OC (stereo not drawn)	-1	i	-1	1.4	i	4	4	-2	2	-1
O=C(Nc1cc(C(F)(F)F)ccc1N1CCOCC1)c1ccco1	-7	x	-2	0.0	i	-4	-4	3	4	2
Nc1c(C(=O)NCC2CCCO2)sc2nc3c(c(-c4ccco4)c12)CC/C3=C\c1ccco1 (stereo not drawn)	93*	i	69*	70*	i	37	81*	101*	5.6*	37*
COCCNc1nc(Nc2ccc(F)cc2)c2sccc2n1	0	i	0	38	i	-4	x	7	1	4
CCOCCCn1c(=S)[nH]c2cc(C(=O)NC3CCCC(C)C3C)ccc2c1=O (stereo not drawn)	5	i	0	-2.8	i	1	-6	17	-1	-3
Cc1ccc(NC(=O)CN(C)S(=O)(=O)c2cccs2)cc1F	-6	i	1	1.2	i	1	-4	-3	-3	-3
CCOC(=O)C1=CC[C@@H](c2cccc(C)c2)N(S(=O)(=O)c2ccc(C)cc2)[C@H]1C(=O)OCC	-10	i	3	1.6	i	-7	-5	-9	2	1
CC1(C(=O)Nc2ccc(Cl)c(C(F)(F)F)c2)Cc2c(-c3cccc(C(N)=O)c3)ccnc2O1 (stereo not drawn)	7	i	6	2.0	i	-4	x	-16	1	-2
COc1ccccc1C(=O)N1C(CC(=O)Nc2ccccc2C)C(=O)NC2CCCCC21 (stereo not drawn)	-4	i	1	-1.0	i	2	-8	1	7	1
CCOC(=O)/C(C#N)=c1/s/c(=C2\C=Cc3ccccc3N2CC)c(=O)n1CC	-8	i	-5	1.4	i	13	-7	-5	-3	0
CC1(C(=O)NS(=O)(=O)c2ccc(Cl)cc2)CCN1C(=O)c1cccc(F)c1 (stereo not drawn)	4	i	2	-2.1	i	-5	x	1	-4	-2
Cc1ccc2cc(NC(=O)c3ccccc3C)ccc2n1	-6	i	-1	-1.2	i	-2	-2	-4	2	0
CCOC(=O)C1=C(C)NC(SCC(=O)OC)=C(C#N)C1c1ccc(C(=O)OC)cc1 (stereo not drawn)	-1&-9	i	-4&0	1.0&0.3	i	6&3	-5&-15	-10&0	0&-4	1&4
O=C(Nc1ccccc1)N1CCCN(Cc2c(F)cccc2Cl)CC1	0	i	-6	-0.8	i	8	-7	-3	2	-3
CCCOc1ccccc1C(=O)N(Cc1ccco1)C1CCS(=O)(=O)C1 (stereo not drawn)	8	i	11	-0.7	i	1	-9	-3	2	-3
O=C(NCCc1ccccn1)/C(=C/c1ccco1)NC(=O)c1ccccc1	5	i	-4	0.3	i	0	-5	0	-4	1
CCN(Cc1ccccc1)C(=O)c1cccc(S(=O)(=O)N2CCN(Cc3ccccc3)CC2)c1	0	i	5	-1.1	i	-1	2	-1	-3	1
Cc1ccc(S(=O)(=O)N(C)C)cc1NC(=O)CN1CCN(Cc2ccccc2)CC1	-6	i	-1	-2.1	i	-4	-2	-2	1	0
Cc1cc(-c2nnc(SCC(=O)Nc3nc(-c4ccc(Cl)cc4)cs3)o2)no1	27*	i	8	2.7	i	2	-6	19	-1	3
O=C(Nc1cccc([N+](=O)[O-])c1)c1ccccc1	-1	i	-14	-0.1	i	0	0	1	-2	1
COc1ccc(N2CCN(c3ccc([N+](=O)[O-])nc3)CC2)cc1	1	i	-21	0.1	i	0	1	-1	-3	0
CCCNC(=O)CN(C)S(=O)(=O)c1ccc(F)cc1	-2	i	-1	-1.3	i	-3	-5	-1	3	-5
COc1cccc(C(=O)Cn2c(N3CCCCC3)nc3c2c(=O)n(C)c(=O)n3C)c1	-7	i	-1	-1.7	i	-1	0	0	4	-3
O=C(c1ccccc1)N1CCCCC1	5	i	1	-0.3	i	-1	1	4	-2	-3
C/C(=N\Nc1ccc(Cl)nn1)c1ccccc1O	3	i	-3	1.1	i	1	-5	2	-4	3
O=C(N=C1SC2CS(=O)(=O)CC2N1Cc1ccc(F)cc1)C1CC1 (stereo not drawn)	0	i	0	-1.1	i	0	-8	-1	3	-2
Cc1ccc(O)c(CN(C)Cc2cc(C)ccc2O)c1	4	i	-1	-0.5	i	1	-2	-2	0	1
CC(=O)Nc1ccc(S(=O)(=O)Nc2c(C)n(C)n(-c3ccccc3)c2=O)cc1	-1	i	1	-0.5	i	3	-2	4	1	3
COc1ccc(C2/C(=C(/O)c3ccccc3)C(=O)C(=O)N2C)cc1 (stereo not drawn)	2	i	-4	-0.5	i	-1	1	-1	-1	2
CC(=O)N1c2ccc([N+](=O)[O-])cc2NC(=O)CC1C (stereo not drawn)	-7	i	-10	-1.0	i	-19	-5	-4	-2	-6
Cn1c(NC(=O)c2ccccc2Br)cc(=O)n(C)c1=O	2	i	4	-1.8	i	9	-6	1	-1	-3
CCOc1ccc(N2CC(C(=O)NCCCc3ccccc3)CC2=O)cc1 (stereo not drawn)	0	i	-1	-0.5	i	0	0	-3	3	2
CC(=O)C1C(=O)CC(C)(O)C(C(C)=O)C1c1ccccc1 (stereo not drawn)	3	i	-1	-1.2	i	7	11	-1	3	-1
COc1ccc(C2NC(C(=O)O)Cc3c2[nH]c2ccccc32)cc1OC (stereo not drawn)	-1	i	-3	-0.3	i	-2	6	2	1	-4
O=C(O)c1cc2ccc(O)cc2oc1=O	3	x	-3	-2.1	i	0	x	5	-5	1
COCCCN(C(=O)c1cc(C)oc1C)c1c(N)n(CC(C)C)c(=O)[nH]c1=O	5	i	6	-0.2	i	-4	1	3	4	-1
O=C(NCCCN1CCOCC1)c1cccs1	2	i	1	-1.0	i	2	-13	2	0	-1
CC(C)CNC(=S)NNC(=O)c1ccc(OC(F)F)cc1	3	i	1	-1.7	i	1	-9	-1	3	-1
C/C(=N/NC(=O)c1cc(-c2ccc(Cl)s2)[nH]n1)c1ccco1	6	i	2	-0.5	i	4	-7	-9	1	-2
CCNc1nc(NC(N)=S)nc(NC(C)(C)C)n1	2	i	0	1.8	i	4	-9	-1	5	37*
Cc1ccccc1NC(=O)NCCCN1CCCC1=O	3	i	2	-0.7	i	2	1	1	0	2
CCCn1nnc(NC(=O)c2cccnc2Cl)n1	1	i	0	-2.9	i	-3	3	0	-3	-3
O=C(Nc1nnc(S(=O)(=O)N2CCN(c3ccc(F)cc3)CC2)s1)c1ccccc1	8	i	3	1.1	i	1	-2	-1	1	0
CCc1ccc(NCc2nc(-c3ccccc3)no2)cc1	-5	i	-2	2.8	i	-6	-14	3	-1	-1
Cc1cc(NS(=O)(=O)c2ccc(NC(=O)N[C@H](C(=O)O)C(C)C)cc2)no1	-10	i	-1	-1.3	i	-3	1	2	2	3
O=c1ccccn1CCOc1ccccc1Cl	-4	i	2	-1.0	i	-14	-3	-1	-5	-4
COC(=O)COc1ccc(S(=O)(=O)Nc2ccc(NC(C)=O)cc2)cc1	1	i	5	0.1	i	8	-11	2	3	2
C=CCCN(C1CCCC1)S(=O)(=O)c1ccccc1Br	-5	i	2	1.5	i	-3	-2	0	-1	2
CC(C)N(CCc1ccncc1)C(=S)Nc1cccc(Cl)c1	-3	i	14	-2.1	i	1	-20	1	-1	3

An excerpt of these results, bar-delimited.
compound | NadD block | Neddylation inh | SUMO1-SIM PPI | LMPTP inh | Rpn11 block | CSN deneddyl inh | Scp1 inh | DNMT1 inh | Rin1-Abl PPI inh | STEP inh
COC(=O)COc1ccc(S(=O)(=O)Nc2ccc(NC(C)=O)cc2)cc1 | 1 | i | 5 | 0.1 | i | 8 | -11 | 2 | 3 | 2
C=CCCN(C1CCCC1)S(=O)(=O)c1ccccc1Br | -5 | i | 2 | 1.5 | i | -3 | -2 | 0 | -1 | 2
